Assay outcomes (PubChem BioAssay)
BioA inh = M. tuberculosis BioA enzyme inhibitors, primary screen, biochemical, plate reader, single point, HTS | purified M. tuberculosis BioA enzyme | inhibition, % at 9.99 µM | 360,000 tested, 0.096% active; in the data active means inhibition above about 40%
Numbers without * were called inactive. Some of the compounds tested. The share of hits here may be higher or lower than overall.

A first look:
SMILES	BioA inh
C[C@@H]1CN([C@@H](C)CO)C(=O)c2cc(NS(=O)(=O)c3cn(C)cn3)ccc2O[C@H]1CN(C)Cc1ccc(C(=O)O)cc1	-0.4
COCC#Cc1ccc2c(c1)O[C@H](CN(C)Cc1ccccn1)[C@H](C)CN([C@H](C)CO)S2(=O)=O	-2.4
O=S(=O)(N[C@@H]1CC[C@H](CCn2cc(-c3ccccn3)nn2)O[C@@H]1CO)c1cccc(Cl)c1	0.6
C[C@@H]1CN([C@@H](C)CO)C(=O)c2cc(NS(=O)(=O)c3cn(C)cn3)ccc2O[C@@H](C)CCCCO[C@H]1CN(C)S(=O)(=O)c1cn(C)cn1	1.2
C[C@@H]1CN([C@H](C)CO)C(=O)c2cc(-c3ccc(F)cc3)cnc2O[C@@H]1CN(C)C(=O)c1ccccc1F	-1.0
C[C@@H]1CCCCO[C@@H](CN(C)C(=O)NC2CCCCC2)[C@H](C)CN([C@H](C)CO)C(=O)c2cc(N(C)C)ccc2O1	-2.3
CC=Cc1ccc2n(c1=O)C[C@H]1[C@H](CO)[C@@H](C(=O)N(C)C)[C@@H]2N1CC1CCCCC1 (mixture of isomers)	-0.3

The list itself, repeating the preview:
SMILES	BioA inh
C[C@@H]1CN([C@@H](C)CO)C(=O)c2cc(NS(=O)(=O)c3cn(C)cn3)ccc2O[C@H]1CN(C)Cc1ccc(C(=O)O)cc1	-0.4
COCC#Cc1ccc2c(c1)O[C@H](CN(C)Cc1ccccn1)[C@H](C)CN([C@H](C)CO)S2(=O)=O	-2.4
O=S(=O)(N[C@@H]1CC[C@H](CCn2cc(-c3ccccn3)nn2)O[C@@H]1CO)c1cccc(Cl)c1	0.6
C[C@@H]1CN([C@@H](C)CO)C(=O)c2cc(NS(=O)(=O)c3cn(C)cn3)ccc2O[C@@H](C)CCCCO[C@H]1CN(C)S(=O)(=O)c1cn(C)cn1	1.2
C[C@@H]1CN([C@H](C)CO)C(=O)c2cc(-c3ccc(F)cc3)cnc2O[C@@H]1CN(C)C(=O)c1ccccc1F	-1.0
C[C@@H]1CCCCO[C@@H](CN(C)C(=O)NC2CCCCC2)[C@H](C)CN([C@H](C)CO)C(=O)c2cc(N(C)C)ccc2O1	-2.3
CC=Cc1ccc2n(c1=O)C[C@H]1[C@H](CO)[C@@H](C(=O)N(C)C)[C@@H]2N1CC1CCCCC1 (mixture of isomers)	-0.3
Cc1ccc(S(=O)(=O)N(C)C[C@H]2Oc3ccc(NC(=O)c4ccncc4)cc3CC(=O)N([C@@H](C)CO)C[C@@H]2C)cc1	2.0
C[C@@H]1CN([C@H](C)CO)C(=O)c2cc(C#Cc3cccnc3)cnc2O[C@@H]1CN(C)Cc1ccncc1	4.0
CO[C@@H]1CC[C@H]2CCN(C)C(=O)[C@H](C)CN(C)C(=O)c3cccc(C#N)c3OC[C@@H]1O2	-1.0
COc1ccc(S(=O)(=O)Nc2ccc3c(c2)CC(=O)N([C@@H](C)CO)C[C@@H](C)[C@@H](CN(C)S(=O)(=O)c2c(C)noc2C)O3)cc1	-1.0
C[C@H](O)C#Cc1ccc2c(c1)O[C@@H](CN(C)Cc1ccncc1)[C@H](C)CN([C@@H](C)CO)S2(=O)=O	0.7
C[C@@H]1CN([C@H](C)CO)C(=O)c2cc(NS(=O)(=O)c3ccc(Cl)cc3)ccc2O[C@H]1CN(C)S(C)(=O)=O	-0.5
Cc1noc(C)c1S(=O)(=O)Nc1ccc2c(c1)C(=O)N([C@@H](C)CO)C[C@@H](C)[C@H](CN(C)Cc1ccc(C(=O)O)cc1)OCCCC[C@H](C)O2	-4.8
COc1ccc(S(=O)(=O)N(C)C[C@@H]2Oc3ccc(NC(=O)CCN4CCOCC4)cc3CC(=O)N([C@H](C)CO)C[C@H]2C)cc1	-1.0
C[C@@H]1CN([C@@H](C)CO)C(=O)Cc2cc(NS(=O)(=O)c3cn(C)cn3)ccc2O[C@H]1CN(C)Cc1ccccc1	-1.1
C[C@H](CO)N1C[C@H](C)[C@@H](CN(C)CC2CC2)Oc2ccc(NC(=O)Nc3ccc(F)cc3)cc2CC1=O	3.1
Cc1noc(C)c1NC(=O)Nc1ccc2c(c1)CC(=O)N([C@@H](C)CO)C[C@@H](C)[C@@H](CN(C)Cc1ccc(Oc3ccccc3)cc1)O2	-0.7
CNC[C@@H]1Oc2ccc(NC(=O)Nc3c(C)noc3C)cc2CC(=O)N([C@@H](C)CO)C[C@@H]1C	-0.2
C[C@@H]1CN([C@@H](C)CO)C(=O)c2cc(C#CC(C)(C)O)cnc2O[C@@H]1CN(C)C(=O)C1CCC1	-2.8

Look-ups from above.
In BioA inh, C[C@@H]1CN([C@@H](C)CO)C(=O)Cc2cc(NS(=O)(=O)c3cn(C)cn3)ccc2O[C@H]1CN(C)Cc1ccccc1 reads -1.1
In BioA inh, Cc1noc(C)c1S(=O)(=O)Nc1ccc2c(c1)C(=O)N([C@@H](C)CO)C[C@@H](C)[C@H](CN(C)Cc1ccc(C(=O)O)cc1)OCCCC[C@H](C)O2 reads -4.8

Returning to the listing with the 2 entries that preceded the break.
SMILES	BioA inh
CNC[C@@H]1Oc2ccc(NC(=O)Nc3c(C)noc3C)cc2CC(=O)N([C@@H](C)CO)C[C@@H]1C	-0.2
C[C@@H]1CN([C@@H](C)CO)C(=O)c2cc(C#CC(C)(C)O)cnc2O[C@@H]1CN(C)C(=O)C1CCC1	-2.8
C[C@H](CO)N1C[C@H](C)[C@@H](CN(C)C(=O)c2ccc3c(c2)OCO3)Oc2cc(-c3cncnc3)ccc2S1(=O)=O	4.1
O=C(NCC[C@@H]1CC[C@@H](NS(=O)(=O)c2ccccc2F)[C@@H](CO)O1)c1ccc(F)cc1	-1.3
C[C@@H]1CN([C@@H](C)CO)C(=O)c2cc(C#CCN(C)C)cnc2O[C@@H]1CN(C)C(=O)c1cccnc1	-0.2
COc1ccc(C#Cc2cnc3c(c2)C(=O)N([C@H](C)CO)C[C@@H](C)[C@@H](CN(C)CC2CCCC2)O3)cc1	-0.4
CCC(=O)N1[C@@H]2c3ccc(C4=CCCC4)c(=O)n3C[C@@H]2[C@@H](CO)[C@@H]1C(=O)NCc1ccc(F)cc1	0.3
COc1cccc(NC(=O)N2C[C@H](O)COC[C@H]3O[C@H](CC(=O)NC4CCCC4)CC[C@@H]32)c1	-0.4
COC(=O)[C@@H]1[C@@H](CO)[C@@H]2Cn3c(ccc(-c4ccccc4F)c3=O)[C@@H]2N1CC1CCOCC1	0.5
COc1ccccc1CNC(=O)C[C@H]1CC[C@@H]2[C@H](COC[C@H](O)CN2Cc2cccc(-c3ccncc3)c2)O1	-0.1
C[C@H]1CN([C@@H](C)CO)C(=O)c2cc(C#CC3CC3)cnc2O[C@@H]1CN(C)Cc1ccncc1	-4.5
C[C@@H]1CCCCO[C@H](CN(C)C(=O)c2ccccc2)[C@@H](C)CN([C@H](C)CO)C(=O)c2cc(NC(=O)CCCN(C)C)ccc2O1	-0.1
COc1ccc(NC(=O)Nc2cccc3c2O[C@H](CN(C)Cc2ccc(C(F)(F)F)cc2)[C@@H](C)CN([C@H](C)CO)C3=O)cc1	-2.2
CO[C@@H]1CN(C)C(=O)c2cc(NC(=O)Nc3cccc(F)c3)ccc2OC[C@@H](C)NC[C@H]1C	3.5
C[C@@H]1CCCCO[C@H](CN(C)Cc2ccc(C(F)(F)F)cc2)[C@H](C)CN([C@@H](C)CO)C(=O)c2cc(NC(=O)CCC(F)(F)F)ccc2O1	-1.8
Cc1noc(C)c1NC(=O)N(C)C[C@@H]1OCCCC[C@@H](C)Oc2ccc(NS(=O)(=O)c3ccc(F)cc3)cc2C(=O)N([C@@H](C)CO)C[C@H]1C	-0.8
C[C@@H]1CN([C@H](C)CO)C(=O)c2cc(NC(=O)CCC(F)(F)F)ccc2O[C@@H](C)CCCCO[C@@H]1CN(C)Cc1ccccc1	0.1
C[C@H]1CN([C@@H](C)CO)C(=O)Cc2cc(NC(=O)CCN3CCOCC3)ccc2O[C@@H]1CN(C)S(C)(=O)=O	-1.9
C[C@@H]1CN([C@H](C)CO)C(=O)c2cc(-c3cccc(F)c3)cnc2O[C@@H]1CN(C)Cc1ccccn1	4.6
O=C(c1ccncc1)N1C[C@H]2[C@@H](c3ccccc31)[C@@H](CO)N2C(=O)c1ccncc1	-2.7
Cc1cccc(S(=O)(=O)N2C[C@@H]3[C@H](c4ccccc42)[C@@H](CO)N3C(=O)CC2CC2)c1	2.6
C[C@@H]1CN([C@@H](C)CO)C(=O)Cc2cc(NC(=O)C3CCCCC3)ccc2O[C@H]1CN(C)Cc1ccc2c(c1)OCO2	8.6
O=C(C[C@@H]1C[C@@H]2c3cc(NC(=O)Nc4ccc(C(F)(F)F)cc4)ccc3O[C@@H]2[C@@H](CO)O1)NCc1cccnc1	-1.9
O=C(C[C@H]1CC[C@H]2[C@@H](COC[C@@H](O)CN2CC2CC2)O1)NCC1CC1	0.7
C[C@H]1CN([C@@H](C)CO)C(=O)Cc2cc(NC(=O)C3CCCCC3)ccc2O[C@@H]1CN(C)CC1CC1	-1.6
CN1c2ccc(C#Cc3ccc(F)cc3)cc2[C@@H]2[C@@H](CCN2C(=O)CN2CCOCC2)[C@H]1CO	0.5
C[C@@H]1CN([C@H](C)CO)C(=O)c2cc(-c3cccnc3)cnc2O[C@@H]1CN(C)C(=O)Cc1cccnc1	-1.8
COc1ccccc1S(=O)(=O)N1CC[C@@H]2[C@H]1c1cc(-c3cccc(C#N)c3)ccc1N[C@@H]2CO	25
C[C@@H]1CN([C@H](C)CO)C(=O)c2cccc(NS(=O)(=O)c3ccc(F)cc3)c2O[C@@H]1CN(C)S(=O)(=O)c1ccccc1	-3.6
CNC[C@H]1Oc2ncc(-c3ccccc3F)cc2C(=O)N([C@H](C)CO)C[C@H]1C	-2.6
C[C@@H]1CN([C@H](C)CO)S(=O)(=O)c2ccc(-c3ccccc3)cc2O[C@H]1CN(C)C(=O)Cc1ccccc1	5.3
O=C(O)C[C@@H]1C[C@H]2c3cc(NC(=O)Nc4ccccc4F)ccc3O[C@H]2[C@H](CO)O1	-0.4
C[C@@H]1CN([C@H](C)CO)C(=O)Cc2cc(NC(=O)NC3CCCCC3)ccc2O[C@@H]1CN(C)S(C)(=O)=O	-1.1
COc1cccc(CNC(=O)C[C@@H]2CC[C@H](NS(=O)(=O)c3ccccc3OC)[C@H](CO)O2)c1	0.5
Cc1ccc(S(=O)(=O)Nc2ccc3c(c2)C(=O)N([C@@H](C)CO)C[C@H](C)[C@H](CN(C)S(C)(=O)=O)O3)cc1	-1.4
C=CC[C@]1(C(=O)OC)COC(c2ccc(OCCCO)cc2)=N1	1.9
COC(=O)[C@@H]1[C@@H](CO)[C@@H]2Cn3c(ccc(-c4ccccc4F)c3=O)[C@H]1N2C(=O)C1CC1	-0.8
C[C@@H]1CCCCO[C@@H](CN(C)C(=O)c2ccccc2)[C@H](C)CN([C@H](C)CO)C(=O)c2cc(NC(=O)Nc3ccc(C(F)(F)F)cc3)ccc2O1	-1.7
COc1ccc(S(=O)(=O)Nc2ccc3c(c2)C(=O)N([C@H](C)CO)C[C@H](C)[C@@H](CN(C)Cc2ccc(-c4ccccc4)cc2)O3)cc1	-2.9
C[C@@H]1CN([C@@H](C)CO)C(=O)c2cc(NC(=O)CCCN(C)C)ccc2O[C@@H](C)CCCCO[C@@H]1CN(C)S(=O)(=O)c1ccccc1	-1.7
C[C@H]1CN([C@@H](C)CO)C(=O)c2cccc(NS(C)(=O)=O)c2O[C@@H]1CN(C)C(=O)Nc1ccc2c(c1)OCO2	-0.6
COCC#Cc1ccc2c(c1)O[C@@H](CN(C)C)[C@@H](C)CN([C@H](C)CO)S2(=O)=O	9.2
C[C@H]1CN([C@@H](C)CO)C(=O)Cc2cc(NC(=O)Nc3ccc(C(F)(F)F)cc3)ccc2O[C@@H]1CN(C)Cc1ccc2c(c1)OCO2	4.2
C[C@H]1CN([C@@H](C)CO)C(=O)Cc2cc(NC(=O)Nc3ccc(C(F)(F)F)cc3)ccc2O[C@@H]1CN(C)C(=O)Nc1cccc2ccccc12	-7.2
C[C@@H]1CN([C@@H](C)CO)C(=O)Cc2cc(NC(=O)Nc3ccccc3)ccc2O[C@H]1CN(C)CC1CCCCC1	3.3
Cc1ccc(S(=O)(=O)N(C)C[C@@H]2Oc3ccc(NS(=O)(=O)c4ccc(Cl)cc4)cc3CC(=O)N([C@@H](C)CO)C[C@@H]2C)cc1	0.1
O=C(C[C@H]1C[C@@H]2c3cc(NC(=O)Cc4ccncc4)ccc3O[C@@H]2[C@@H](CO)O1)NCCN1CCCCC1	0.0
CCCNC(=O)N(C)C[C@@H]1Oc2ncc(C#CC3CC3)cc2C(=O)N([C@@H](C)CO)C[C@H]1C	0.2
Cc1cc(C(=O)Nc2cccc3c2O[C@@H](CN(C)C(=O)NC2CCCCC2)[C@@H](C)CN([C@H](C)CO)C3=O)n(C)n1	2.1
Cc1ccc(S(=O)(=O)N2C[C@@H](O)COC[C@@H]3O[C@H](CC(=O)NCc4ccc(Cl)c(Cl)c4)CC[C@H]32)cc1	2.9
CC(C)NC(=O)Nc1ccc2c(c1)CC(=O)N([C@@H](C)CO)C[C@@H](C)[C@H](CN(C)Cc1ccc(C(F)(F)F)cc1)O2	6.0
C[C@H]1CN([C@@H](C)CO)C(=O)c2cccc(NS(C)(=O)=O)c2O[C@@H]1CN(C)S(=O)(=O)c1ccc(F)cc1	0.0

More records.
SMILES	BioA inh
COCCNC(=O)C[C@@H]1C[C@@H]2c3cc(NC(=O)C4CCC4)ccc3O[C@@H]2[C@@H](CO)O1	-0.3
CO[C@H]1CN(C)C(=O)c2cc(NC(=O)Nc3ccc(C(F)(F)F)cc3)ccc2OC[C@H](C)NC[C@H]1C	-1.2
COc1ccccc1S(=O)(=O)N1CC[C@@H]2[C@H]1c1cc(-c3ccccc3F)ccc1N(C)[C@H]2CO	0.0
C[C@@H]1CN([C@@H](C)CO)C(=O)c2cccc(NC(=O)C3CCCCC3)c2O[C@H]1CN(C)Cc1ccc2c(c1)OCO2	1.9
CN(C)CC#Cc1ccc([C@H]2[C@H](CO)N3CCCCN(C(=O)C4CCC4)C[C@@H]23)cc1	-0.9
CN(C)C(=O)C[C@H]1CC[C@@H]2[C@H](COC[C@H](O)CN2CC2CC2)O1	-1.6
C[C@H](CO)N1C[C@H](C)[C@@H](CN(C)Cc2ccc(Cl)c(Cl)c2)Oc2c(NC(=O)C3CCCCC3)cccc2C1=O	-0.7
CCCN1[C@@H]2Cn3c(ccc(-c4ccc(F)cc4)c3=O)[C@H]1[C@@H](C(=O)NCCc1cn(C)cn1)[C@@H]2CO	-2.1
COC(=O)C[C@H]1C[C@H]2c3cc(NS(=O)(=O)c4cccc(OC)c4)ccc3O[C@H]2[C@H](CO)O1	1.0
